Assay outcomes deposited in PubChem by The Scripps Research Institute Molecular Screening Center.
OXTR potentiator = human OXTR potentiators, primary screen, fluorescence, CHO-OTR cells, Fluo-8 calcium; Oxytocin receptor (Homo sapiens), P30559; Fluo-8 calcium fluorescence, potentiator mode; 0% = oxytocin EC15, 100% = EC100; activation, % at 3 µM; 320,000 compounds, 0.061% hits; AID 2445, 2010;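 active means activation above that plate's cutoff, the mean activation of tested compounds plus 3 SD, cut at about 6.6% in these data, passing the limit was not always enough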;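 further: 100% uses oxytocin at 75 nM as the full agonist control; some results filed as inactive read as strong as hits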
Target sequence (P30559 whole entry, looked up): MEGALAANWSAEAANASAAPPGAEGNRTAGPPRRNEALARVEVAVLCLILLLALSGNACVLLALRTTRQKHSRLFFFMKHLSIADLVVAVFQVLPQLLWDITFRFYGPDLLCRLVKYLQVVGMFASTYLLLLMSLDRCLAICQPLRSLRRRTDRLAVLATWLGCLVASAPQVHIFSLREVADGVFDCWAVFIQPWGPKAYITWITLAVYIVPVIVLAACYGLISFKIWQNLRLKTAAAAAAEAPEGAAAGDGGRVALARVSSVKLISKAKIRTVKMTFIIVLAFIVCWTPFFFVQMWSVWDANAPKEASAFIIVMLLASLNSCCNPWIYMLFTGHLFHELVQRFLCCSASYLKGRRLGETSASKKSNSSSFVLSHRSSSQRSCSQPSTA
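Material: human OTR in CHO cells. Compound: 3.0 µM, one dose. Timing: compound 6 min at room temperature before oxytocin, 100 s read. Evaluation: % activation of max/min ratio relative to oxytocin controls. Replication: single well per compound, singlicate. Signal: Fluo-8 calcium dye fluorescence.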
TAAR1 agonist = human TAAR1 agonists, primary screen, Fluo-8 calcium fluorescence, CHO RD-HGA16 cells; Trace amine-associated receptor 1 (Homo sapiens), Q96RJ0; vehicle wells 0%, saturating PEA agonist 100%; activation, % at 3 µM; 360,000 compounds, 0.99% hits;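 active means activation above the mean activation of all test compounds in the run plus 3 SD, cut at about 38% in these data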
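Repeats: no replicates (n 1) | Material: CHO-derived RD-HGA16 cells with stable Gα16 and human TAAR1 | Technique: Kinetic Fluo-8 calcium fluorescence | Schedule: 17-24 h seeding, 75 min 37 °C dye, 30 min RT | Evaluation: % activation from peak over basal fluorescence ratio, DMSO-to-PEA scaled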
CHO-K1 Ca antag = counter-screen for M1 antagonists: effect in parental CHO-K1 cells; ATP-induced calcium, Fluo-8 fluorescence; inhibition, % at 3 µM; 360,000 compounds, 0.6% hits; AID 602250;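 active means inhibition above a per-plate cutoff, the plate's mean sample inhibition plus 3 SD, cut at about 24% in these data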;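 further: 0% = DMSO plus EC80 ATP and 100% = DMSO alone without ATP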
V1aR counter = agonists of human V1a receptor, primary screen, counter-screen for OXTR agonist project, fluorescence, CHO-V1R cells; Vasopressin V1a receptor (Homo sapiens), P37288; Fluo-8 calcium fluorescence, agonist mode; 0% DMSO, 100% 3 nM vasopressin; activation, % at 3 µM; 320,000 compounds, 0.25% hits;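 active means activation above the mean activation of all tested compounds plus 3 SD, per screening run, cut at about 20% in these data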;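 further: signal is peak over basal fluorescence ratio across a 100 second FLIPR read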
CHO-K1 Ca PAM = nonselective calcium activators in parental CHO-K1 cells, primary screen, counter-screen for M1 PAM project, cell-based, Fluo-8 calcium fluorescence, full deck, 1536-well | 360,000 compounds, 0.02% hits | ATP EC20; 0% at ATP EC20, 100% at ATP max | activation, % at 3 µM | AID 602247, 2012;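 active means activation above the run cutoff, the mean activation of all test compounds plus 3 SD, cut at about 40% in these data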;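 further: peak over basal fluorescence ratio in a 140 s read after ATP addition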
TAAR1 antagonist = human TAAR1 antagonists, primary screen, Fluo-8 calcium fluorescence, CHO RD-HGA16 cells | inhibition, % at 3 µM | antagonist | 360,000 compounds, 1.5% hits | Trace amine-associated receptor 1 (Homo sapiens), Q96RJ0;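 active means inhibition above a per-plate cutoff, the mean inhibition of test compounds on that plate plus 3 SD, cut at about 49% in these data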;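 further: 0% = DMSO plus EC80 beta-PEA response and 100% = DMSO alone without agonist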
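Test system: hTAAR1-expressing CHO RD-HGA16 cells, Gα16-coupled; Probe or stimulus: EC80 β-phenethylamine stimulus; Compound dosing: single nominal final test compound concentration of 3 µM; Timing: 140 s kinetic read after compound, 140 s after agonist; Signal: Fluo-8 calcium-sensitive fluorescence; Measure: % inhibition of agonist calcium response; Controls: DMSO and EC80 PEA controls.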
CHRM1 agonist = human M1 muscarinic receptor agonists, primary screen, Fluo-8 calcium fluorescence, CHO-K1 cells, HTS. Muscarinic acetylcholine receptor M1 (Homo sapiens), P11229. CHO-K1 hM1, agonist mode; 0% DMSO, 100% acetylcholine EC100. activation, % at 3 µM. 360,000 compounds, 0.33% hits. AID 588814, 2011;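 active means activation above the run's mean compound activation plus 3 SD, cut at about 16% in these data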;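 further: peak over basal fluorescence ratio within a 140 s kinetic read after compound addition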
Target sequence (P11229 whole entry, looked up): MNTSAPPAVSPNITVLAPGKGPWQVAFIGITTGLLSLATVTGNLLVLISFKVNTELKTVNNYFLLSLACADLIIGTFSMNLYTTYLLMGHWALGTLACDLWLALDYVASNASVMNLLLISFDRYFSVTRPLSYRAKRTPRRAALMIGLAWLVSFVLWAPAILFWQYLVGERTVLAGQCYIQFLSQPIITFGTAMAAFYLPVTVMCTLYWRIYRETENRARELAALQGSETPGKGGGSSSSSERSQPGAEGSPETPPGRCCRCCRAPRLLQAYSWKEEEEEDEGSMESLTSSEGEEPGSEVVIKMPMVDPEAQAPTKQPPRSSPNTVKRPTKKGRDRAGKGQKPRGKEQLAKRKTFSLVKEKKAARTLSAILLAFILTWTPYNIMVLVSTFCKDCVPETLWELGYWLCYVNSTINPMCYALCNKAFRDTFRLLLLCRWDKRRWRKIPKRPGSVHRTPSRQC
M1 ag parental = counter-screen for M1 agonists: effect in parental CHO-K1 cells; Fluo-8 calcium fluorescence; scaled to maximal ATP response, vehicle zero; 360,000 compounds, 0.48% hits; activation, % at 3 µM; AID 602248, 2012; in the data active means activation above about 15%;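 further: untransfected CHO-K1 host cells lacking M1 receptor as counterscreen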
CHO parental Ca = ATP-evoked calcium signal inhibitors, parental CHO, primary screen, counter-screen for OX1R antagonist project, cell-based, fluorescence, Fluo-8 calcium dye; 330,000 compounds, 0.63% hits; AID 463079, 2010; inhibition, % at 5.6 µM; parental CHO-K1, ATP-induced calcium, Fluo-8 fluorescence;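 active means inhibition above that plate's mean sample inhibition plus 3 SD, cut at about 26% in these data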;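 further: 0% = ATP-challenged DMSO wells and 100% = DMSO wells without ATP; some compounds past the cut are filed as inactive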
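Test system: parental CHO cells; detection: calcium-sensitive Fluo-8 fluorescence; evaluation: percent inhibition of calcium signal; also added: ATP as calcium-mobilizing challenge; repeats: one well per compound; control set: ATP-challenged DMSO wells low, unchallenged DMSO wells high; compound: single nominal dose of 5.6 µM per compound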
Active calls of the source: *; . = not tested or not shown.

SMILES	OXTR potentiator	TAAR1 agonist	CHO-K1 Ca antag	V1aR counter	CHO-K1 Ca PAM	TAAR1 antagonist	CHRM1 agonist	M1 ag parental	CHO parental Ca
N#CCCn1cc(C(=O)Nc2ccc(C(=O)O)cc2)c(-c2cc3ccccc3o2)n1	-4	-1	-3	0.6	10	-5	-3	0.0	-4
C[C@@H](Oc1ccccc1)c1nnn(Cc2ccccc2)c1-c1c([C@@H](C)Oc2ccccc2)nnn1Cc1ccccc1	-4	5	.	2.3	.	-30	.	.	-21
COc1ccc(N2CCN(S(=O)(=O)c3ccc(Cl)c(C(F)(F)F)c3)CC2)cc1	-5	2	-11	1.2	16	12	-5	0.1	6
COc1cc(NC(=O)CN2CCC(C)CC2)c(C)cc1[N+](=O)[O-]	-2	1	1	-0.4	-3	-22	-8	-0.5	-2
Cn1cccc1C(=O)NCCc1ccc(Cl)cc1	-2	-3	-9	-0.9	13	1	-5	0.1	-12
COc1ccc(C(=O)N2CC3(CC(c4ccc(Cl)cc4)=NO3)C[C@H]2C(=O)NCC(N)=O)cc1 (some centres not stated)	-8	8	-9	0.7	10	-19	-4	0.7	-10
CN(C)c1nc2ncn(Cc3ccccc3)c2c(=O)[nH]1	-4	3	-4	-0.3	-7	-7	-1	0.2	-4
CCOc1ccc(S(=O)(=O)N(CCO)CCO)cc1-c1nc2c(C(C)(C)C)nn(C)c2c(=O)[nH]1	-2	2	-9	0.2	25	12	-3	0.9	-34
CCC(C)c1ccc(NC(=O)CN(C)CC(=O)Nc2cccc(OC)c2)cc1 (configuration not stated)	-10	1	-10	0.5	-9	1	-2	0.3	-15
CCCc1nnc(SCC(=O)Nc2nnc(CC)s2)n1CC1CCCO1 (configuration not stated)	2	4	-2	0.7	0	11	-3	0.1	-11
COc1ccc(NC(=O)COC(=O)c2ccc(Br)o2)cc1OC	-3	4	0	0.7	14	8	1	-0.3	-2
COc1ccc(-c2nnc(SCc3cccc(C#N)c3)o2)cc1	-10	15	-12	1.2	1	4	-10	0.3	-10

Copied from the list.
Value for CCC(C)c1ccc(NC(=O)CN(C)CC(=O)Nc2cccc(OC)c2)cc1 (configuration not stated) in CHO-K1 Ca PAM: -9
Value for C[C@@H](Oc1ccccc1)c1nnn(Cc2ccccc2)c1-c1c([C@@H](C)Oc2ccccc2)nnn1Cc1ccccc1 in TAAR1 agonist: 5
Value for Cn1cccc1C(=O)NCCc1ccc(Cl)cc1 in CHO-K1 Ca antag: -9

Additional compounds follow:
SMILES	OXTR potentiator	TAAR1 agonist	CHO-K1 Ca antag	V1aR counter	CHO-K1 Ca PAM	TAAR1 antagonist	CHRM1 agonist	M1 ag parental	CHO parental Ca
CCOC(=O)N1CCN(C(=O)COC(=O)c2ccc(N(C)C)cc2)CC1	-5	-2	-3	0.1	14	-7	-2	-0.1	-8
O=C(COC(=O)/C=C/c1ccc(S(=O)(=O)N2CCOCC2)cc1)NCc1ccc(Cl)cc1	-20	5	-5	2.1	-7	-15	-4	0.6	-13
COCCCNC(=S)NC1CC2CCC(C1)N2Cc1ccccc1 (configuration not stated)	-13	3	-7	0.8	9	15	-14	-0.4	-16
Cc1ccc(C)c(NC(=O)CN(C)C(=O)c2cccc(S(=O)(=O)N3CCCC3)c2)c1	.	0	-3	.	7	-15	-2	0.0	.
O=C(Cc1ccccc1)Nc1ccccc1C(=O)Nc1ccc(C(=O)O)cc1	-2	4	-6	0.2	17	8	-4	0.6	-1
Cc1ccc(S(=O)(=O)N2CCOC23CCN(C(=O)c2ccc(Cl)cc2Cl)CC3)cc1	-9	4	-12	1.9	-3	35	3	11	-6
COc1ccc(OCCN2CCN(C(=O)c3ccc(OC(F)F)c(OC)c3)CC2)cc1	-8	-4	-5	5.7	2	-2	-4	10	-8
O=C1N(c2ccccc2C(F)(F)F)OC1(Cc1ccccc1)c1ccccc1 (configuration not stated)	-1	4	-17	-0.5	6	-7	-7	-0.1	-3
CN1CCN(c2nnc(-c3ccc(Cl)cc3)c3ccccc23)CC1	-1	-1	-7	0.4	8	-12	-9	0.2	-9
CCN1C(=O)NC(c2ccccc2)(c2ccccc2)C1=O	-6	3	-13	0.4	15	-14	0	0.3	7
COc1ccc(NC(=O)NNC(=O)c2ccccc2-n2cccc2)cc1OC	-15	2	-9	-0.1	14	18	-1	0.1	-18
COc1cc(OC)c(/C=N/NC(=O)c2ccncc2)c(OC)c1	4	6	13	-0.1	-19	-14	-3	0.5	2
Cc1ccc(/C=C2\CC(C)CC3=C2NC(=S)NC3c2ccc(C)cc2)cc1 (configuration not stated)	-4	0	-8	-0.8	14	-20	-5	0.3	-4
CCn1cc(C(=O)N2CCN(c3cccc(C)c3C)CC2)c(=O)c2ccc(C)nc21	5	-1	0	-0.7	-16	-43	-5	-1.1	-23
CCOC(=O)/C(C#N)=C1\C=CN(C)C(C)=N1	-12	10	-5	-0.2	8	-11	-1	0.7	9
CCOc1ccc(NC(=O)CN(C)CC(=O)Nc2cc(Cl)ccc2C#N)cc1OCC	-13	8	6	-0.3	-1	-12	-2	1.3	-22
CSc1cccc(NC(=O)CC2Oc3ccccc3NC2=O)c1 (configuration not stated)	-13	8	-15	2.0	4	-8	-2	1.4	-10
O=C(CCS(=O)(=O)c1cccc2nsnc12)NCc1ccccc1Cl	-16	0	8	0.1	-2	-7	-2	0.0	-9
COCc1ccc(C(=O)N2CCC(CCC(=O)Nc3cccc(C)c3)CC2)s1	-9	-1	-2	3.3	-3	-14	-2	2.6	-9
CCc1ccc(C(=O)NCc2ccc(Cl)cc2Cl)cc1	-2	-1	11	0.9	-11	-11	-9	0.0	-18
CC1(NC(=O)Cc2c(Cl)cccc2Cl)CCS(=O)(=O)C1 (configuration not stated)	-8	2	-3	0.6	10	8	-4	2.9	1
CNC(=O)CC12CC3CC(CC(C3)C1)C2	4	-1	-13	0.4	2	-1	-1	0.0	8
CCOC(=O)C1=C(N)OC2=C(C(=O)CCC2)C1c1ccccc1OCC (configuration not stated)	-1	-1	12	0.3	-5	23	-5	-0.4	-12
Oc1ccccc1C1OCC2(CO1)COC(c1ccccc1O)OC2 (configuration not stated)	-7	1	-12	3.5	0	1	-3	0.5	3
COc1cc2oc3cc(C#Cc4ccc(N)cc4)ccc3c(=O)c2cc1OC	1	8	-11	-0.3	8	52*	-7	2.7	-26
Cc1cccc(N(CC(=O)NCC2CCCO2)C(=O)CNS(=O)(=O)c2ccc(Cl)cc2)c1 (configuration not stated)	-5	1	14	-0.3	-8	-18	-2	-0.5	3
CCS(=O)(=O)Nc1cccc(C(=O)CC2(O)C(=O)Nc3ccccc32)c1 (configuration not stated)	-5	2	-18	1.7	23	-23	-1	1.2	2
Oc1ccc(-c2csc(Nc3ccccn3)n2)cc1	-14	0	7	-1.5	-5	-11	-5	-0.9	-3
CCN1CCN(c2ccc(S(=O)(=O)N3CCCCC3)cc2NC(=O)Cc2c(Cl)cccc2Cl)CC1	-1	9	-4	-0.3	-2	-1	-2	1.0	-13
COc1ccc(C(=O)O)cc1S(=O)(=O)N1CCN(Cc2ccc3c(c2)OCO3)CC1	6	1	-6	0.8	-4	3	-4	0.1	-10
O=S(=O)(c1cc(Cl)ccc1Cl)N1CCCC1	0	0	-15	-1.2	16	10	-4	0.2	-1
CSCC[C@H](NC(=O)OC(C)(C)C)c1nnc(SCC(=O)Nc2c(C)cccc2C)o1	-2	10	-14	-0.2	7	2	-1	0.7	-24
CCCC(=O)O[C@@H]1C[C@@H](C)N(C(=O)c2ccccc2)c2ccc(C)cc21	-7	13	-14	-1.3	26	6	-5	2.4	-45
COc1ccc(N/C(N)=N/c2nc(CSc3nnc(C)s3)cc(=O)[nH]2)cc1	-16	9	3	0.7	3	-6	-12	-0.3	-7
COc1ccc(N2Nc3n[nH]c(N)c3N2)cc1	5	4	0	0.0	-10	10	-3	-0.4	-15
O=C1OC(c2ccccc2)=N/C1=C/c1cccc(OC(=O)c2cccs2)c1	-6	1	43*	0.8	7	-3	-2	2.0	-10
C1CCC(OCCN2CCN(CCOC3CCCCC3)CC2)CC1	-3	20	0	0.2	-4	-18	-11	0.5	-1
CC(/C=N/n1c(C2CCCCC2)n[nH]c1=S)=C\c1ccccc1	-8	1	-8	-1.1	2	4	-5	0.3	-16
Cc1ccc(C(=O)C[n+]2ccc3ccccc3c2)cc1	-14	1	-18	1.1	28	5	-13	1.7	-15
O=C(NC1CC1)c1ccc(COc2ccc(F)cc2)o1	-10	-1	5	1.4	8	-2	-1	0.6	-24
N#CC1(NC(=O)CSc2nnc(COc3ccccc3F)n2N)CCCCC1	-1	1	2	0.1	9	3	-1	-0.2	7
NS(=O)(=O)c1cc(C(=O)OCC(=O)Nc2ccccc2[N+](=O)[O-])ccc1Cl	-4	4	-7	1.3	-3	6	-5	2.7	-6
Cn1c2c(c(=O)n(C)c1=O)C(C(F)(F)F)(C(F)(F)F)N=C(c1ccc(Cl)cc1)N2	-8	.	19	8.1	8	.	5	11	17
Cc1c(-c2nn(C)c(=O)c3ccccc23)oc2ccc(F)cc2c1=O	-9	.	1	0.5	-8	.	-5	0.2	-9
O=C(CS(=O)CC(=O)N(CC(=O)NC1CCCC1)c1ccc2c(c1)OCCO2)Nc1ccc(F)cc1 (configuration not stated)	-7	6	-10	-0.4	17	1	-6	0.7	-2
C=CCSc1nc(-c2ccccc2)c2cc(Cl)ccc2n1	-10	0	-14	0.0	3	19	-3	0.3	-10
O=C(/C=C/c1ccccc1)OCC(=O)N1CCN(c2ccccc2)CC1	-7	3	-15	-0.1	18	-19	-2	0.5	-14
COC(=O)CCCNC(=O)CCc1nnc(-c2ccc(-c3ccccc3)cc2)o1	-2	4	-8	6.9	20	-13	-1	3.5	-10
